Compound activity as filed in PubChem.
CD11b adhes enh = CD11b/CD18-fibrinogen binding enhancement. P05107+P11215. K562 CD11b/CD18 adhesion to fibrinogen, ATPlite luminescence. activation, % at 10 µM. 93,000 tested, 0.07% active. AID 1499;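 active = 10 µM primary screen giving 50% or more activity, confirmed by 40% or more on retest at that dose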; also: strong numbers were not always called active; reference of the scale not given here
CYP2C19 activ = increases human CYP2C19 enzyme activity; recombinant CYP2C19, luciferin-H EGE luminescence; active compounds read high; 0 = fully inhibited enzyme, 1 = untreated enzyme; activation factor at 5 µM; 96,000 tested, under 10 active; AID 1025;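 active = activation factor of at least 2 at 5 µM in the primary screen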;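 also: 0 = wells with 2.5 mM tranylcypromine and 1 = vehicle-only wells; values of inactives mirror those of a sister screen read the other way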
Target sequence (P33261 whole entry, looked up): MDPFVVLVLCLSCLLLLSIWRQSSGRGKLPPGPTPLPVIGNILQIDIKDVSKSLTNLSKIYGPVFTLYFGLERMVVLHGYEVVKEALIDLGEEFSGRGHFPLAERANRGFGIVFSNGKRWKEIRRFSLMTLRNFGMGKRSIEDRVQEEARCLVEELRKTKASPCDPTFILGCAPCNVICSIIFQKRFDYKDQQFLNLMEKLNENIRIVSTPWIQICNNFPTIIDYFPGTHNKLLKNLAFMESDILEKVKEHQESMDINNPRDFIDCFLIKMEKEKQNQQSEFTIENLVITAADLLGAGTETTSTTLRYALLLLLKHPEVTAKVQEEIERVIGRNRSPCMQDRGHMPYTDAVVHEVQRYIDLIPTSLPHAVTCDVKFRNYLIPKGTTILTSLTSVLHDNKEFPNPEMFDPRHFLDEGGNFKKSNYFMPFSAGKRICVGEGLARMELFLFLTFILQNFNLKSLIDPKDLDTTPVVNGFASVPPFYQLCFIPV
PTK2B oligo ant = Pyk2 (human) oligomerization antagonism | z-score (the deposit names both 25 µM and 10 µM) | Q293 cells, Pyk2 FERM NanoBiT luminescence; active compounds read low | Q14289 | 99,000 tested, 0.83% active | AID 1347419;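 active = Z-score of -3 or lower, scaled per plate to the spread of control and sample wells; inactive = z-score above -3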;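 also: negative z-score means lost luminescence so less FERM oligomerization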
MT1-MMP txn act = MT1-MMP promoter transcription activation; activation factor at 10 µM; AID 750; 86,000 tested, 0.16% active; HT1080 MT1-MMP promoter luciferase reporter, luminescence, overnight; active compounds read high;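 active = activation factor of at least 2 for MT1-MMP transcription at 10 µM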
CD11b adhes inh = CD11b/CD18-fibrinogen binding inhibition. P05107+P11215. K562 CD11b/CD18 adhesion to fibrinogen, ATPlite luminescence; Mn2+ added to activate the integrin. inhibition, % at 10 µM. 93,000 tested, 0.54% active. AID 1497;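 active = primary inhibition of 50% or more at 10 µM, then 40% or more on retest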; also: some results filed as inactive read as strong as hits
CYP2C9 activ = activators of human CYP2C9 | AID 1024 | recombinant CYP2C9, luciferin-H conversion, luminescence; active compounds read high; factor 1 = untreated enzyme, 0 = blocked | activation factor at 5 µM | 96,000 tested, 1.4% active;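 active = activation factor of 2 or more for CYP2C9 at a 5 µM dose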;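 also: 0 = sulfaphenazole-blocked wells and 1 = vehicle-only wells; values of inactives mirror those of a sister screen read the other way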
Target sequence (P11712 whole entry, looked up): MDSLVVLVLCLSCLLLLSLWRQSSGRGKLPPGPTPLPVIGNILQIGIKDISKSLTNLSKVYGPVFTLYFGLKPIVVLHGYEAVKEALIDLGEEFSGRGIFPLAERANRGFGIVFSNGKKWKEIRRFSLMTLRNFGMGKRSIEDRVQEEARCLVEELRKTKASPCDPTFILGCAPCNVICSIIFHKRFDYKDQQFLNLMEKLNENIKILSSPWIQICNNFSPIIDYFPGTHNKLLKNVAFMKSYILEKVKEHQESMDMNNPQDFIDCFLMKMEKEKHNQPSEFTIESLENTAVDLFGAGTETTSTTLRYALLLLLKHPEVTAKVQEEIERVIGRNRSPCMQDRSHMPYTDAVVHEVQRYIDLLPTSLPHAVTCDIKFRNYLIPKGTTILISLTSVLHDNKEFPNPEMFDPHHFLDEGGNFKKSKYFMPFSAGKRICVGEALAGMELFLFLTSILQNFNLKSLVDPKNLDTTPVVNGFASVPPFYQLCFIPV
PLAP activator = activates human placental alkaline phosphatase; P05187; purified PLAP enzyme, luminescent substrate read-out; active compounds read high; activation fold at 20 µM; 96,000 tested, 1.2% active; AID 696; in the data active = activation fold above about 2
CYP2C9 inhib = human CYP2C9 inhibition; P11712; CYP2C9 Supersomes, luciferin-H conversion, luminescence; inhibition, % at 5 µM; 96,000 tested, 20% active; AID 777;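 active = blocking of liver enzyme CYP2C9 beyond about 50% at 5 µM, limit read from the data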; also: values of inactives mirror those of a sister screen read the other way
CYP2C19 inhib = human CYP2C19 inhibition; 96,000 tested, 21% active; P33261; inhibition, % at 5 µM; CYP2C19 Supersomes, luciferin-H EGE luminescence, 30 min;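 active = CYP2C19 inhibition above a set limit at 5 µM in the primary screen, cut at about 50% in these data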;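 also: plate controls were negative control wells for no effect and 2.5 mM tranylcypromine positive control for full effect; values of inactives mirror those of a sister screen read the other way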
Active calls of the source: *.

For COc1ccc(NC(=O)CC2C(=O)N(c3cccc(OC)c3)C(=O)N2CCC(C)C)cc1 (centres undefined) the results were CD11b adhes enh 1.8, CYP2C19 activ 0.3, PTK2B oligo ant 0.07, MT1-MMP txn act 1.1, CD11b adhes inh -9.1, CYP2C9 activ 0.4, PLAP activator 1.6, CYP2C9 inhib 62.4* and CYP2C19 inhib 65.5*.
`Cc1ccc(CNC(=O)CSc2nc(C)cc(C)c2C#N)cc1` gave CD11b adhes enh 2.1, CYP2C19 activ 0.4, PTK2B oligo ant -0.79, MT1-MMP txn act 1, CD11b adhes inh -1.5, CYP2C9 activ 1.4, PLAP activator 0.9, CYP2C9 inhib -39.8 and CYP2C19 inhib 56.8*.
`CC(C)NS(=O)(=O)c1ccc(OCC(=O)N(C)Cc2ccccc2)cc1` gave CD11b adhes enh 0.9, CYP2C19 activ 0.5, PTK2B oligo ant 1.52, MT1-MMP txn act 1.1, CD11b adhes inh 4.5, CYP2C9 activ 0.7, PLAP activator 0.9, CYP2C9 inhib 33.6 and CYP2C19 inhib 51.4*.
COc1cc2ccccc2cc1C(=O)Nc1ccc(N2CCN(C)CC2)cc1 was read as CD11b adhes enh 4.6, CYP2C19 activ 1, PTK2B oligo ant -0.22, MT1-MMP txn act 1.6, CD11b adhes inh 20.3, CYP2C9 activ 1.5, PLAP activator 1.6, CYP2C9 inhib -46.5 and CYP2C19 inhib 1.9.
`CCOC(=O)C1=C(CN2CCN(c3ccc(F)cc3)CC2)NC(=O)NC1c1cccs1` (centres undefined) gave CD11b adhes enh -2.5, CYP2C19 activ 0.1, PTK2B oligo ant -2.58, MT1-MMP txn act 1.2, CD11b adhes inh 6.6, CYP2C9 activ 0.1, PLAP activator 1.2, CYP2C9 inhib 91.1* and CYP2C19 inhib 88.4*.
For O=c1c2ccccc2oc2nc(-c3ccco3)n(Cc3ccccc3)c(=O)c12 the results were CD11b adhes enh -4.0, CYP2C19 activ 0.9, PTK2B oligo ant -0.64, MT1-MMP txn act 1.2, CD11b adhes inh 2.4, CYP2C9 activ 1, PLAP activator 1, CYP2C9 inhib 4.8 and CYP2C19 inhib 6.6.
`CCOc1ccc(S(=O)(=O)Nc2ccccn2)c2ccccc12` gave CYP2C19 activ 0.8, PTK2B oligo ant 0.63, MT1-MMP txn act 1.2, CYP2C9 activ 0.8, PLAP activator 0.9, CYP2C9 inhib 16.8 and CYP2C19 inhib 18.6.
`CCOC(=O)C1=C(Cn2cnc3ccccc32)NC(=O)NC1c1ccc(OC)cc1` (centres undefined) gave CD11b adhes enh -0.8, CYP2C19 activ 0.5, PTK2B oligo ant -0.74, MT1-MMP txn act 1.1, CD11b adhes inh 8.9, CYP2C9 activ 0.3, PLAP activator 1.3, CYP2C9 inhib 66.8* and CYP2C19 inhib 54.1*.
`CC(C)Cc1cc(C(=O)Nc2ccc(F)cc2F)no1` gave CD11b adhes enh -1.3, CYP2C19 activ 0.8, MT1-MMP txn act 1.3, CD11b adhes inh 11.8, CYP2C9 activ 1.8, PLAP activator 1.1, CYP2C9 inhib -75.6 and CYP2C19 inhib 19.9.
Screening COc1cccc(C(=O)NC(=S)Nc2ccc3c4c(cccc24)CC3)c1 returned CYP2C19 activ 1, PTK2B oligo ant -0.03, CYP2C9 activ 2*, PLAP activator 0.8, CYP2C9 inhib -96.7 and CYP2C19 inhib -2.2.
CC(=O)c1ccc(N2CCN(C(=O)CCCn3c(=S)[nH]c4cc5c(cc4c3=O)OCO5)CC2)cc1 was read as CD11b adhes enh -2.1, CYP2C19 activ 0.9, PTK2B oligo ant -0.36, MT1-MMP txn act 1.1, CD11b adhes inh -11.7, CYP2C9 activ 0.5, PLAP activator 1, CYP2C9 inhib 47.9 and CYP2C19 inhib 5.1.
Screening COc1ccc(Br)cc1-c1noc(-c2ccccc2)n1 returned CD11b adhes enh -5.2, CYP2C19 activ 1.2, PTK2B oligo ant -1.18, MT1-MMP txn act 1.3, CD11b adhes inh 0.5, CYP2C9 activ 1.2, PLAP activator 0.8, CYP2C9 inhib -20.9 and CYP2C19 inhib -16.1.
`COc1ccc(NC(=O)CC(=O)Nc2ccc(OC)cc2OC)c(OC)c1` gave CD11b adhes enh 2.4, CYP2C19 activ 0.7, PTK2B oligo ant 0.12, MT1-MMP txn act 1.1, CD11b adhes inh -25.2, CYP2C9 activ 1.4, PLAP activator 0.7, CYP2C9 inhib -41.0 and CYP2C19 inhib 34.7.
Screening CCOC(=O)C1=C(C)N(C2CCCCC2)C(=O)C1 returned CD11b adhes enh 1.2, CYP2C19 activ 0.1, PTK2B oligo ant -0.7, MT1-MMP txn act 1.1, CD11b adhes inh -10.2, CYP2C9 activ 0.6, PLAP activator 1.2, CYP2C9 inhib 41.4 and CYP2C19 inhib 94.0*.
For O=c1sc(N2CCN(c3ccccc3F)CC2)nc2ccsc12 the results were CD11b adhes enh 7.2, CYP2C19 activ 1.2, MT1-MMP txn act 1.4, CD11b adhes inh 11.1, CYP2C9 activ 1, PLAP activator 1, CYP2C9 inhib 0.2 and CYP2C19 inhib -19.2.
Screening Cc1cc(N2CCOCC2)nc(-c2ccc([N+](=O)[O-])cc2)n1 returned CYP2C19 activ 0.8, PTK2B oligo ant 0.04, CYP2C9 activ 0.9, PLAP activator 1.1, CYP2C9 inhib 12.0 and CYP2C19 inhib 21.5.
For CCN1C(=Nc2ccc(Cl)cc2)SC/C1=C\C(=O)OC the results were CD11b adhes enh -4.6, CYP2C19 activ 0.8, PTK2B oligo ant -0.64, MT1-MMP txn act 1.3, CD11b adhes inh -7.9, CYP2C9 activ 0.9, PLAP activator 0.9, CYP2C9 inhib 8.8 and CYP2C19 inhib 16.0.
For NC(=O)C1CCN(C(=O)c2cc3n(n2)C(C(F)(F)F)CC(c2ccco2)N3)CC1 (centres undefined) the results were CD11b adhes enh -7.5, CYP2C19 activ 1.2, MT1-MMP txn act 1.1, CD11b adhes inh 18.5, CYP2C9 activ 1.1, PLAP activator 1.2, CYP2C9 inhib -7.9 and CYP2C19 inhib -19.1.
`COc1ccc2[nH]c(=O)c(CN(C(=O)c3ccccn3)c3ccccc3)cc2c1` gave CD11b adhes enh -3.5, CYP2C19 activ 1.1, PTK2B oligo ant -0.38, MT1-MMP txn act 1.1, CD11b adhes inh -13.1, CYP2C9 activ 0.9, PLAP activator 1, CYP2C9 inhib 13.1 and CYP2C19 inhib -5.0.
For CC(=O)Nc1ccc(N(C(=O)c2cnccn2)C(C(=O)NC2CCCCC2)c2ccc(O)cc2)cc1 (centres undefined) the results were CD11b adhes enh 4.5, CYP2C19 activ 1, PTK2B oligo ant -0.33, MT1-MMP txn act 1.5, CD11b adhes inh -12.5, CYP2C9 activ 1, PLAP activator 1.4, CYP2C9 inhib 1.7 and CYP2C19 inhib 2.4.
`CCNC(=O)N(C(=O)NCC)n1c(C)nnc1C` gave CD11b adhes enh -0.3, CYP2C19 activ 1.1, PTK2B oligo ant -0.56, MT1-MMP txn act 1.2, CD11b adhes inh -5.5, CYP2C9 activ 1.1, PLAP activator 1, CYP2C9 inhib -9.4 and CYP2C19 inhib -8.8.
Screening CCOc1ccc(NC(C)c2cc(Cl)ccc2O)cc1 (centres undefined) returned CD11b adhes enh 1.5, CYP2C19 activ 0.4, PTK2B oligo ant -1.19, MT1-MMP txn act 1, CD11b adhes inh -34.7, CYP2C9 activ 0.2, PLAP activator 1, CYP2C9 inhib 79.1* and CYP2C19 inhib 62.3*.
For CC1=CC=CC2=NC(=O)CC(C)(C(=O)N(CC(=O)NC(C)C)C3CCCC3)N12 (centres undefined) the results were CD11b adhes enh 7.4, CYP2C19 activ 1.1, PTK2B oligo ant 0.13, MT1-MMP txn act 1, CD11b adhes inh -6.6, CYP2C9 activ 1, PLAP activator 0.9, CYP2C9 inhib -3.1 and CYP2C19 inhib -6.5.
`O=C1CSC(c2cn(-c3ccccc3)nc2-c2cc3ccccc3oc2=O)N1Cc1ccccc1` (centres undefined) gave CD11b adhes enh -0.8, CYP2C19 activ 1.1, PTK2B oligo ant -2.38, MT1-MMP txn act 1, CD11b adhes inh -4.7, CYP2C9 activ 0.7, PLAP activator 0.9, CYP2C9 inhib 30.3 and CYP2C19 inhib -11.9.
Screening c1ccc(-c2nnn(C34CC5CC(CC(C5)C3)C4)n2)cc1 returned CD11b adhes enh 0.7, CYP2C19 activ 1, PTK2B oligo ant -0.69, MT1-MMP txn act 1.6, CD11b adhes inh 8.5, CYP2C9 activ 0.8, PLAP activator 0.7, CYP2C9 inhib 20.1 and CYP2C19 inhib 1.9.
`CCCOc1ccc(-c2nc(=S)[nH][nH]2)cc1` gave CD11b adhes enh -1.4, CYP2C19 activ 0.9, PTK2B oligo ant 0.02, MT1-MMP txn act 1.3, CD11b adhes inh -14.9, CYP2C9 activ 0.8, PLAP activator 1.3, CYP2C9 inhib 24.8 and CYP2C19 inhib 12.6.
For N#C/C(=C\c1ccccc1)c1nc2ncccc2[nH]1 the results were CYP2C19 activ 0.8, PTK2B oligo ant -0.23, CYP2C9 activ 0.3, PLAP activator 1.1, CYP2C9 inhib 66.0* and CYP2C19 inhib 15.7.
`CCC(C)(C(=O)NC1CCCCC1)N(C)C(=O)c1ccccn1` (centres undefined) gave CD11b adhes enh -2.5, CYP2C19 activ 1, PTK2B oligo ant 0.43, CD11b adhes inh 5.2, CYP2C9 activ 1, PLAP activator 0.9, CYP2C9 inhib -4.1 and CYP2C19 inhib -3.9.
For Clc1cccc(Cl)c1CO/N=C/c1c(-c2ccccc2)nc2n1CCS2 the results were CYP2C19 activ 1, PTK2B oligo ant -0.78, CYP2C9 activ 0.3, PLAP activator 1.1, CYP2C9 inhib 72.9* and CYP2C19 inhib 3.8.
Cn1c(=O)[nH]c(=O)c2c1nc(CN1CCOCC1)n2CCCc1ccccc1 was read as CD11b adhes enh -3.0, CYP2C19 activ 1, MT1-MMP txn act 1.1, CD11b adhes inh -5.8, CYP2C9 activ 0.9, PLAP activator 1.2, CYP2C9 inhib 9.1 and CYP2C19 inhib -3.3.
`CC1(C)Oc2ccc(C(=O)N3CCCCC3)cc2N(CC(=O)NCc2ccccc2)C1=O` gave CD11b adhes enh 11.3, CYP2C19 activ 1, PTK2B oligo ant 0.28, MT1-MMP txn act 1.1, CD11b adhes inh -3.6, CYP2C9 activ 0.8, PLAP activator 1.4, CYP2C9 inhib 23.2 and CYP2C19 inhib 1.5.
Screening N#CC1=C(N)SC(N)=C(C#N)C1c1ccoc1 returned CYP2C19 activ 0.9, MT1-MMP txn act 1.2, CYP2C9 activ 0.7, PLAP activator 1, CYP2C9 inhib 34.7 and CYP2C19 inhib 10.0.
`Cc1cc(NC(=O)CSCc2nc(-c3cccc(F)c3)oc2C)no1` gave CD11b adhes enh -3.6, CYP2C19 activ 1.1, CD11b adhes inh 9.2, CYP2C9 activ 1.1, PLAP activator 1, CYP2C9 inhib -5.7 and CYP2C19 inhib -8.5.
`O=C(CCCc1ccccc1)NCc1cccnc1` gave CD11b adhes enh 1.4, CYP2C19 activ 0.1, PTK2B oligo ant 0.74, MT1-MMP txn act 1.2, CD11b adhes inh -16.9, CYP2C9 activ 0.6, PLAP activator 1.2, CYP2C9 inhib 38.2 and CYP2C19 inhib 91.1*.
`Cc1ccc(C(=O)C(OC(=O)CN2C(=O)c3ccccc3C2=O)c2ccccc2)cc1` (centres undefined) gave CD11b adhes enh 1.2, CYP2C19 activ 0.6, PTK2B oligo ant -0.25, CD11b adhes inh -9.2, CYP2C9 activ 0.8, PLAP activator 1, CYP2C9 inhib 18.0 and CYP2C19 inhib 44.1.
